Compound activity from PubChem BioAssay.
NLRP3 yeast inh: NALP3 inhibition in yeast; Yeast reconstituted NLRP3/ASC/caspase-1, beta-gal luminescence, 24 h; 0.39% of 330,000 active; inhibition, % at 10 µM;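 active means inhibition of 50% or more; inactive means inhibition below 50%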;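 further: plate controls were induced DMSO wells for no effect and uninduced yeast grown without galactose for full effect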
APJ antag: antagonists of human APJ apelin receptor | P35414 | CHO-K1 APJ beta-arrestin complementation, luminescence | inhibition, % at 20 µM | 0.32% of 330,000 active;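 active means inhibition above about 40% at 20 µM, limit read from the data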;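 further: cells challenged with 10 nM apelin-13 agonist together with compound; plate controls were apelin-13 plus DMSO wells for no effect and DMSO wells lacking apelin-13 for full effect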
Target sequence (P35414 whole entry, looked up): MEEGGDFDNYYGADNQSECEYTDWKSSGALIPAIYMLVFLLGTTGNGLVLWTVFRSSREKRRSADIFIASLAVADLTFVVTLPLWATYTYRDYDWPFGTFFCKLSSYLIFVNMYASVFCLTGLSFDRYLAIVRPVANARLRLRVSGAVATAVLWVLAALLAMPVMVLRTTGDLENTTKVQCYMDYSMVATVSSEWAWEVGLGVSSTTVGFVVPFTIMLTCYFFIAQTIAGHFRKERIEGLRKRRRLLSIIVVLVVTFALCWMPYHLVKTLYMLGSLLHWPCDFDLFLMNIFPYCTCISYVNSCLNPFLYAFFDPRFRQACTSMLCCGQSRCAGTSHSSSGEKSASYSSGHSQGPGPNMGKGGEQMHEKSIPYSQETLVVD
TIM10 inh: growth inhibitors of TIM10 yeast strain; 1.4% of 330,000 active; AID 463195; inhibition, % at 10 µM; S. cerevisiae TIM10 strain growth, BacTiter-Glo luminescence, 24 h;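 active means inhibition of 40% or more at the single tested concentration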;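 further: wild-type TIM10 isogenic control strain grown at permissive 25 °C; 0% = DMSO yeast wells and 100% = minimal medium wells without yeast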
MIN6 prolif: inducers of beta-cell replication in MIN6 cells; 0.29% of 330,000 active; proliferation, % at 10 µM; MIN6 cells proliferation, ATPlite luminescence, 48 h; cells starved in 0.2% serum; 100% = growth in 10% serum; AID 2380;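 active means compounds whose signal lies at least 3.5 SD above the mean of all wells on their plate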;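 further: 0% = DMSO-treated cells in low-serum medium and 100% = 10% serum control; some compounds called inactive have numbers as strong as hits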
tim23-1 inh: tim23-1 yeast growth inhibition; S. cerevisiae tim23-1 growth, BacTiter-Glo luminescence, 24 h; inhibition, % at 20 µM; 1.3% of 330,000 active;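 active means growth inhibition of the mutant yeast at or above 50%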;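 further: temperature-sensitive mutant grown at 25 °C; plate controls were DMSO-treated mutant yeast for no effect and medium wells lacking yeast for full effect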
APJ agonist: APJ receptor agonism; AID 2520; 0.11% of 330,000 active; P35414; activation, % at 20 µM; CHO-K1 APJ PathHunter beta-arrestin, luminescence; 0% DMSO wells, 100% apelin;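 active means activation more than six SD over the plate average, tested at 20 µM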;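 further: 0% = DMSO alone and 100% = apelin-13 at 10 nM; some results filed as inactive read as strong as hits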
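Test system: CHO-K1 APJ beta-arrestin complementation cell line. Amount: cell density 1000 per well. Controls: DMSO negative, 10 nM Apelin-13 positive. Signal: luminescent beta-gal fragment complementation, chemiluminescent substrate. Read-out basis: agonist-driven arrestin binding to APJ. Timing: compound stimulation 90 min at 25 °C, detection 60 min.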
MPTP block: blocks calcium-induced mitochondrial swelling | isolated mouse mitochondria, Ca2+ swelling absorbance, 30 min | inhibition, % at 10 µM | 1.4% of 360,000 active | AID 602449;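 active means inhibition of 50% or more, scaled per plate between neutral and stimulator controls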;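 further: 0% = DMSO wells given calcium and 100% = 1 mM EGTA wells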
tim10-1 inh: growth inhibitors of tim10-1 mutant yeast; S. cerevisiae tim10-1 ts strain growth, BacTiter-Glo, 24 h; inhibition, % at 20 µM; 2.2% of 330,000 active; AID 463190;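 active means inhibition of at least 40%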;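 further: mutant grown at 25 °C; 0% = DMSO wells with yeast and 100% = wells holding no yeast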
NR3A LBD binder: modulators (binders) of human NR3A ligand-binding domain; AID 1259313; NR3A LBD differential scanning fluorimetry, Tm shift; 0% = protein alone, 100% = glycine-bound protein; Tm shift relative to glycine control, % at 25 µM; 2.5% of 340,000 active;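 active means melting temperature shift of at least 10% of the positive control shift, at one fixed dose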
Active calls of the source: *; nt = no result given.

SMILES	NLRP3 yeast inh	APJ antag	TIM10 inh	MIN6 prolif	tim23-1 inh	APJ agonist	MPTP block	tim10-1 inh	NR3A LBD binder
COc1ccc(-c2nnc3ccc(SC(C(C)=O)C(C)=O)nn23)cc1OC	-1	-3	-9	0	-3	-5	0.9	0	-4
CC(C)NC(=O)c1ccc(COCC(F)(F)C(F)F)cc1	7	-2	4	-1	4	-5	-1.4	6	-3
CCN(CC)CCNC(=O)C1CCCCN1S(=O)(=O)c1cccc([N+](=O)[O-])c1 (stereo unspecified)	8	7	6	-2	16	-2	0.1	5	0
C/C(=N\NC(=O)c1ccc([N+](=O)[O-])c(C)c1)c1ccccc1Cl	15	-7	8	-1	3	1	-0.4	20	-3
COC(=O)[C@@]1(C)[C@H]2C(=O)N(C)C(=O)[C@H]2[C@H]2CN=C(SC)N21	nt	nt	10	nt	28	nt	-2.7	5	-1
CN(C)/C=N/S(=O)(=O)c1ccc(Cl)c(Cl)c1	8	-2	-7	-2	-16	1	0.5	1	1
Cc1ccc(OCCN2C(=O)C(=O)c3cc(C)ccc32)cc1	7	18	22	-6	57*	-5	2.1	17	-1
CCOC(=O)C1=C(C)N(C)C(C)=C(C(=O)OCC)C1c1ccc(C(=O)OC)cc1	19	0	12	1	19	3	-0.2	27	1
CC1(C)Cc2c(sc(NC(=O)C(=O)NCCCN3CCOCC3)c2C(N)=O)CO1	3	10	-8	-2	24	-5	0.5	4	2
O=C(N/N=C/c1ccc2c(c1)OCO2)C(=O)Nc1ccc2ccccc2c1	10	15	-2	-2	-13	-4	nt	-42	nt
CCOC(=O)CCNC(=O)N1CCCC(N(C)CCc2ccc(OC)c(OC)c2)C1 (stereo unspecified)	21	14	-11	2	12	-3	5.5	6	-3
Cc1cccc(NC(=O)COC(=O)c2ccc([N+](=O)[O-])o2)c1C	3	-10	-118	-3	-45	-4	1.0	-60	-1
CCc1ccc(NSc2ccccc2[N+](=O)[O-])cc1	27	14	36	-4	52*	-4	5.6	54*	2
O=C(c1cc2c(=O)n3ccccc3nc2s1)N1CCc2ccccc2C1	12	-1	10	1	44	-4	nt	15	nt
O=C(Nc1cccc(NC(=O)c2cncc(Br)c2)c1)c1cncc(Br)c1	15	-11	-15	2	1	3	0.3	-14	-2
O=C(C1CCCN(Cc2ccccc2Br)C1)N1CCCCC1 (stereo unspecified)	-5	5	-2	1	1	-4	0.0	10	0
CC1=C(C)CC(C(=O)N2CCN(C/C=C/c3ccccc3)CC2)C(C(=O)O)C1 (stereo unspecified)	13	0	10	-2	5	-3	-0.2	-2	-1
O=C(Nc1ccc(Br)cc1Cl)N1CCOCC1	-12	11	1	5	-2	-5	0.7	8	2
O=S(=O)(Cc1ccccc1)N1CCCC(c2nc(-c3ccc(F)cc3)no2)C1 (stereo unspecified)	-21	0	34	-5	20	2	-0.9	31	1
CC12CCC3c4ccc(O)cc4CCC3C1CCC2=O (stereo unspecified)	40	-1	-48	-2	-2	-5	-1.3	-4	2
O=C1c2ccccc2NC(c2ccco2)N1O (stereo unspecified)	21	16	10	-3	2	0	0.9	0	0
CCOC(=O)C1CCCCN1Cc1ccc(OC)c(OC)c1 (stereo unspecified)	23	-9	10	8.0*	9	-2	2.3	11	-1
COc1ccc(S(=O)(=O)N2C3CCC2CC(NC(=O)NC2CCCCC2)C3)cc1 (stereo unspecified)	24	11	-7	-2	-10	3	0.3	-8	0
CCc1ccc(NC(=O)CSCc2nc(N)nc(Nc3ccccc3CC)n2)cc1	5	-1	-2	-1	14	-2	0.2	33	4
Cc1c(NC(=O)C(C)Oc2ccc(Br)cc2)c(=O)n(-c2ccccc2)n1C (stereo unspecified)	17	-3	3	-1	13	-5	-0.5	1	1
Next entries follow:
SMILES	NLRP3 yeast inh	APJ antag	TIM10 inh	MIN6 prolif	tim23-1 inh	APJ agonist	MPTP block	tim10-1 inh	NR3A LBD binder
COC(Cn1cc(C)c(=O)[nH]c1=O)OC	20	-6	-4	-1	5	-1	-4.0	-12	-2
CCn1c(CSCc2ccc(Cl)cc2)nnc1SCC(=O)Nc1cccc(C(=O)O)c1	27	8	-8	0	4	-2	-1.9	-11	2
O=C(c1ccoc1)N1CCC2(CC1)Oc1ccc(F)cc1C(=O)C21CC(c2ccccc2)=NO1 (stereo unspecified)	16	11	-6	-4	4	-5	-1.3	16	2
O=C(O)CC(c1cccc2ccccc12)n1cccc1 (stereo unspecified)	8	4	2	-2	1	-4	-1.1	7	0
COc1ccccc1NC(=S)NC(=O)C1CC1	10	16	5	-2	25	-4	-2.3	16	-6
COc1ccccc1NC(=S)N1CCN(C/C=C/c2ccccc2)CC1	28	-8	-28	-3	-13	0	1.4	-42	-12
CCOc1ccc(-n2c(SCC(=O)N3CCc4ccccc43)nnc2-c2c[nH]c3ccccc23)cc1	9	0	-24	-2	5	-6	0.2	17	1
CCCN1Cc2cccc(C(=O)Nc3ccc(-c4nc5ccccc5[nH]4)cc3)c2C1=O	8	-13	1	-4	-14	-2	0.9	-4	-9
Cc1[nH]nc2c1C(C1CC=CCC1)C(C#N)=C(N)O2 (stereo unspecified)	17	14	6	-4	8	0	0.0	-1	0
COc1ccccc1C1CC(=O)Oc2cc(OC)c(OC)c(OC)c21 (stereo unspecified)	nt	nt	-31	nt	25	nt	-0.9	1	0
COc1ccc(C(C)=O)c(Oc2nc(CN3CCOCC3)nc3scc(-c4cccs4)c23)c1	8	5	10	-5	20	-8	0.1	40*	-1
Cc1ccc2nc(N3CCN(c4ccccc4F)CC3)c(C=O)c(=O)n2c1	6	3	26	-2	23	-2	2.2	37	-1
COC(=O)CSc1nc(-c2ccccc2)nc2ccccc12	4	4	26	-2	3	-4	0.0	26	-2
CCc1ccc(-c2cn3nc(C)c(C)nc3n2)cc1	-11	7	5	-6	6	-4	-0.5	28	0
NCCn1c(-c2ccccc2)cc(C(=O)O)c1-c1ccccc1F	6	21	5	2	11	-1	-1.2	9	-1
O=C(NC12CC3CC(CC(C3)C1)C2)c1ccc(COc2ccc(Cl)cc2[N+](=O)[O-])o1	22	4	13	-4	29	3	0.8	33	-3
O=C(NCCCN1CCCC1=O)C1CCN(S(=O)(=O)c2ccc(F)cc2)CC1	1	-1	-4	0	8	-2	4.3	3	1
COc1ccc(CC(=O)Nc2cc(C)ccc2O)cc1OC	-24	1	-7	1	-1	-1	3.6	-8	1
CC(Sc1nnnn1C)C(=O)NC1CCCc2ccccc21 (stereo unspecified)	-14	5	-4	-3	6	-1	0.8	-1	-1
O=C(COC(=O)c1ccc(Br)o1)Nc1cccc(S(=O)(=O)N2CCCCCC2)c1	13	0	27	0	17	2	-2.1	25	0
CCOC(=O)c1c(C)oc2cc(Br)c(OC(C)C(=O)OCC)cc12 (stereo unspecified)	6	4	18	-4	19	3	3.5	18	5
Cn1c(SCC(=O)N2CCN(c3cccc(Cl)c3)CC2)nnc1-c1ccncc1	7	-6	-9	0	7	1	2.0	9	-2
COc1cccc(C(c2c(N)n(C)c(=O)n(C)c2=O)C(C)[N+](=O)[O-])c1 (stereo unspecified)	14	5	7	-1	-3	-3	0.7	10	0
OC(c1ccccc1)(c1ccccc1)C1CCN(C(=S)NC2CCCC2)CC1	12	3	14	1	-8	-1	1.6	13	-15
Cc1ccc(C23CC4CC(CC(C(N)=O)(C4)C2)C3)cc1	-2	13	8	-1	39	-2	0.3	21	1

Compounds from the list above that contain an NH in an aromatic ring (four):
SMILES	NLRP3 yeast inh	APJ antag	TIM10 inh	MIN6 prolif	tim23-1 inh	APJ agonist	MPTP block	tim10-1 inh	NR3A LBD binder
COC(Cn1cc(C)c(=O)[nH]c1=O)OC	20	-6	-4	-1	5	-1	-4.0	-12	-2
CCOc1ccc(-n2c(SCC(=O)N3CCc4ccccc43)nnc2-c2c[nH]c3ccccc23)cc1	9	0	-24	-2	5	-6	0.2	17	1
CCCN1Cc2cccc(C(=O)Nc3ccc(-c4nc5ccccc5[nH]4)cc3)c2C1=O	8	-13	1	-4	-14	-2	0.9	-4	-9
Cc1[nH]nc2c1C(C1CC=CCC1)C(C#N)=C(N)O2 (stereo unspecified)	17	14	6	-4	8	0	0.0	-1	0

Back to the main list, starting 2 compounds before the break.
SMILES	NLRP3 yeast inh	APJ antag	TIM10 inh	MIN6 prolif	tim23-1 inh	APJ agonist	MPTP block	tim10-1 inh	NR3A LBD binder
OC(c1ccccc1)(c1ccccc1)C1CCN(C(=S)NC2CCCC2)CC1	12	3	14	1	-8	-1	1.6	13	-15
Cc1ccc(C23CC4CC(CC(C(N)=O)(C4)C2)C3)cc1	-2	13	8	-1	39	-2	0.3	21	1
CCCCS(=O)(=O)Nc1ccc(N2CCOCC2)c(S(=O)(=O)N2CCOCC2)c1	23	4	11	-1	6	1	-0.8	7	0
O=C(CSc1nnnn1-c1ccccc1)Nc1nc(-c2ccccc2)ns1	9	6	0	2	16	-2	0.2	6	3
CCc1ccc(-c2csc(NC(=O)c3cccnc3)n2)cc1	12	-2	-15	0	13	0	32	23	-1
Cc1nc(CCNS(=O)(=O)c2cccs2)cs1	18	-11	-11	-2	5	0	0.0	-2	0
Cc1cccc2c(=O)n3c(nc12)CCCCC3	20	0	-6	-2	2	2	-3.0	-6	-1
CC1=C(C(=O)NCc2ccccc2)C(c2cccs2)n2ncnc2N1 (stereo unspecified)	-9	14	4	0	15	-1	3.8	5	0
CCOC(CNC(=O)Cc1c(C)nc2c(-c3ccccc3)c(C)nn2c1C)OCC	4	-6	8	-2	2	-2	1.4	1	0
Cc1nn(Cc2c(F)c(F)c(F)c(F)c2F)c(C)c1NC(=O)c1nn(C)c(C)c1Br	1	-2	9	-1	14	6	1.5	13	1
CC(=O)c1cccc(N(CC(=O)Nc2ccccc2C(=O)N2CCCC2)S(C)(=O)=O)c1	9	-2	3	-3	-10	-4	-3.0	-18	2
COc1ccccc1/C=N/NC(=O)CC(=O)NC1CCCCC1	9	15	8	0	2	-4	1.9	14	-1
CC(NC(=O)c1ccc(CS(C)(=O)=O)cc1)c1ccc(-n2ccnc2)cc1 (stereo unspecified)	3	2	2	3	-1	1	0.9	2	-1
COc1ccc(-n2cc(-c3ccccc3)c3c(NN4CCOCC4)ncnc32)cc1	6	-2	30	-3	34	-1	-1.6	30	-2
COCCn1c(SCC(=O)Nc2cccnc2Cl)nc2ccccc21	6	-4	4	5	6	-2	0.3	4	-1
CC(NC(=O)C12CC3CC(CC(O)(C3)C1)C2)c1ccccc1 (stereo unspecified)	-12	0	-11	3	2	-3	0.7	-2	0
Cc1ccc(NC(=O)C2Cc3ccccc3CN2C(=O)c2ccccc2)cc1Cl (stereo unspecified)	20	4	17	0	28	1	2.3	27	-1
Cc1ccc(C2C(C#N)=C(N)SC(N)=C2C#N)o1	6	-2	15	3	-16	0	nt	10	nt
CCOC(=O)c1nnc(-c2cccs2)nc1Oc1ccccc1C(=O)OC	19	15	49*	0	51*	-4	-1.9	41*	0
Cc1ccc(-n2nc3c(c2NC(=O)c2ccc4c(c2)OCO4)CS(=O)(=O)C3)cc1	22	-15	0	0	-2	-1	-0.5	-2	4
O=C(NNC(=S)NC(=O)c1cccs1)c1cccnc1	26	15	12	-1	-3	-2	-1.6	-8	-1
Cc1ccccc1CSc1nc2ccccc2c(=O)[nH]1	19	-12	9	0	7	-3	2.3	20	-1
CC(=O)c1ccc(OC(C)C)c(Cc2c(O)nc(N)[nH]c2=O)c1	17	-2	-6	0	-2	-6	-1.1	7	-2
Cc1[nH]n(-c2ccccc2)c(=O)c1-c1ccc(Cl)cc1	0	-17	-24	-2	-80	7	0.6	-98	-15
COc1cc(CNCc2ccc(OC)c(OC)c2OC)cc(OC)c1	17	3	-5	-5	3	-4	-0.7	19	0
CCCc1cc(C(=O)Nc2ccccc2C(=O)OC)no1	15	7	11	5	19	-5	1.2	21	4

Outcome played no part in choosing rows; about 7.2% have a hit in one of these screens.
